BoNT-F LC inh: BoNT F light chain protease inhibition. Multiplex microsphere protease cleavage assay, flow cytometry. inhibition, % at 10 µM. actives 0.22% (n = 360,000); in the data active = inhibition above about 35%, passing the limit was not always enough; inconclusive = no clear call, values can overlap the other calls; also: plate controls were buffer without enzyme for full effect and enzyme alone for no effect
Anthrax LF prot: blocks Bacillus anthracis lethal factor protease. P15917. multiplex microsphere protease cleavage assay, LF. inhibition, % at 10 µM. actives 0.12% (n = 360,000); also: plate controls were buffer without enzyme for full effect and enzyme alone for no effect
Target sequence (P15917 whole entry, looked up): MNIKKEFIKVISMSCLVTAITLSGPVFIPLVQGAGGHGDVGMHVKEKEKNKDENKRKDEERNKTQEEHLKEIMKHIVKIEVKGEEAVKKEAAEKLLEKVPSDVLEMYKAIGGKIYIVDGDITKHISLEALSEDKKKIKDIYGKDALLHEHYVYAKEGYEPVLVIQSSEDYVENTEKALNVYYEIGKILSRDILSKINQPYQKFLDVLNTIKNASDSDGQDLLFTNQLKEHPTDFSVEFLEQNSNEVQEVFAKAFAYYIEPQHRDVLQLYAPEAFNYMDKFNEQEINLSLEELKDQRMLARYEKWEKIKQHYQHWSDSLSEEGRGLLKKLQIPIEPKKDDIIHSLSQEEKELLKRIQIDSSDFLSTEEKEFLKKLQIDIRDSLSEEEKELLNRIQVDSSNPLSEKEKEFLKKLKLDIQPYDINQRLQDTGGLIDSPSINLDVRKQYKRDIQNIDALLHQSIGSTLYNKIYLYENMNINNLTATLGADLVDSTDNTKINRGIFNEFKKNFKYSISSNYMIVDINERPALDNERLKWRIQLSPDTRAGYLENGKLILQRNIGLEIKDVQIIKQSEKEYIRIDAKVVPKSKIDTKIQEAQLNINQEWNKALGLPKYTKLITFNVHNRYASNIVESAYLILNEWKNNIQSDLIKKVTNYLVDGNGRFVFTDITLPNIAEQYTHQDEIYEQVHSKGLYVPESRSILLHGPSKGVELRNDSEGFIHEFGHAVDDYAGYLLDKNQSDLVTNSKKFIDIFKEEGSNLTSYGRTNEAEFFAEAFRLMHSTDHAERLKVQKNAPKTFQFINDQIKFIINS
MazF activator: MazEF (E. coli) toxin RNase activation; P0AE70; FAM/BHQ RNA-DNA oligo cleavage fluorescence, 5 h; activation, % at 20 µM; actives 0.32% (n = 350,000); AID 504720; in the data active = activation above about 50%
Target sequence (P0AE70 whole entry, looked up): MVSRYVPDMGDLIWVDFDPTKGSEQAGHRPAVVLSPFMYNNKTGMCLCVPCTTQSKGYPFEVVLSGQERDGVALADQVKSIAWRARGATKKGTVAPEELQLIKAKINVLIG
Rv3671c protease: Rv3671c (M. tuberculosis) protease inhibition; inhibition, % at 5.96 µM; P9WHR9; actives 0.048% (n = 320,000); in the data active = inhibition above about 38%;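 also: extracellular domain of Rv3671c used as enzyme; 0% = enzyme with DMSO and 100% = no enzyme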
SARS 3CLpro inh: SARS-CoV 3CLpro protease inhibition; recombinant SARS-CoV 3CLpro, quenched FRET peptide cleavage; actives 0.14% (n = 290,000); inhibition, % at 6 µM; P0C6X7; in the data active = inhibition above about 12%
SSB-PriA inh: K. pneumoniae PriA-SSBct interaction inhibition; AlphaScreen SSBct-PriA binding, biotinylated peptide; inhibition, % at 33 µM; actives 0.6% (n = 430,000); in the data active = inhibition mostly above about 37%, no sharp cut-off; inactive = mostly below about 20%;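 also: plate controls were negative control peptide for no effect and reference peptide for full effect; strong numbers were not always called active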
PrPC TRFRET: cell surface PrPC inhibition, primary TR-FRET screen. inhibition, % at 13.8 µM. AID 720596. TR-FRET read-out. P04156. actives 0.43% (n = 370,000); in the data active = inhibition above about 24%; also: 0% = median of the test wells and 100% = reference compound wells
CCHF vOTU inh: blocks the CCHF virus ovarian tumor domain protease | CCHFV vOTU protease, Pep-AMC fluorescence | inhibition, % at 11.5 µM | actives 0.55% (n = 370,000); in the data active = inhibition above about 30%; also: 0% = vehicle wells with enzyme and 100% = no enzyme wells
BoNT-A LC inh2: BoNT A light chain protease inhibition; AID 588499; actives 0.17% (n = 360,000); multiplex microsphere protease substrate cleavage, flow cytometry; inhibition, % at 10 µM; also: plate controls were buffer without enzyme for full effect and enzyme alone for no effect
DUSP3 inh: inhibitors of human VHR1 phosphatase (DUSP3); actives 0.52% (n = 290,000); AID 1654; inhibition, % at 13.3 µM; recombinant VHR phosphatase, pNPP absorbance; in the data active = inhibition above about 50%; also: some compounds called inactive have numbers as strong as hits
Target sequence (P51452 whole entry, looked up): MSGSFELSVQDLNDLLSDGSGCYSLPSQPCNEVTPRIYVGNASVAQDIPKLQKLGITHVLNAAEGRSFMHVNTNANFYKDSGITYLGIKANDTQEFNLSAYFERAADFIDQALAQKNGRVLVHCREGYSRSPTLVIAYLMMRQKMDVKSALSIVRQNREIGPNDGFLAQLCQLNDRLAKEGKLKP
The depositor's hits bear a star; ? = inconclusive; nt = not tested or not shown. Rule as the data show it, unless noted: active = inhibition above about 30%; inconclusive = no clear call, values can overlap the other calls; inactive = below that.

SMILES	BoNT-F LC inh	Anthrax LF prot	MazF activator	Rv3671c protease	SARS 3CLpro inh	SSB-PriA inh	PrPC TRFRET	CCHF vOTU inh	BoNT-A LC inh2	DUSP3 inh
O=C(CC1(O)C(=O)Nc2ccccc21)c1ccc(-n2cnnn2)cc1 (centres undefined)	-3.2	-0.3	5.7	4.3	8.3	-5.7	-7.2	-14.6	-0.1	10.6
COc1cc(CCC(=O)OCC(=O)Nc2ccc(F)cc2F)cc(OC)c1OC	15.6	-0.7	5.8	-4.2	-0.6	4.5	7.9	16.9	-1.4	18.1
CCC(C)(C)NC(=O)CN(Cc1ccc2c(c1)OCO2)C(=O)CCC(=O)Nc1ccccn1	8.3	-4.2	-3.3	3.6	4.0	-22.5	-1.3	1.5	-0.6	-13.9
CC(=O)Nc1ccc(S(=O)(=O)N2CCCC3CCCCC32)cc1 (centres undefined)	?	?	-2.9	-24.4	nt	4.0	-1.4	-2.7	3.3	nt
CCC(=O)OCOc1ccc(/C=C2/CCC(CN(C)C)C2=O)cc1 (centres undefined)	-3.1	0.7	8.2	nt	nt	-6.2	1.6	-8.2	-0.1	nt
Cc1cc(C)cc(NC(=S)/C(=C(\[O-])c2ccc(Cl)cc2Cl)[n+]2ccc(C(C)(C)C)cc2)c1	6.0	-3.8	-7.0	1.7	-4.2	nt	9.2	-1.9	0.9	15.0
COCCNCC(=O)Nc1ccccc1Sc1ccccc1	16.0	-0.1	3.2	1.6	2.9	-7.2	5.0	9.5	0.9	7.8
Cc1ccc(C=NNC(=O)C(=O)Nc2ccc(Cl)c([N+](=O)[O-])c2)cc1	-1.8	0.7	nt	nt	nt	nt	-2.6	-4.4	-0.8	nt
COc1cc(OC)c(C2=NOC(C(=O)Nc3cc(C)nn3-c3ccccc3)C2)cc1Cl (centres undefined)	2.9	-1.2	3.0	-2.4	0.7	-5.0	-2.9	-14.0	-0.8	7.2
COCCNC(=O)c1ccc(C(=O)NCCOC)s1	-8.0	-0.6	7.2	5.8	1.2	-9.7	3.0	-2.9	-1.3	9.7
CC(=O)C1C(=O)c2c(cccc2[N+](=O)[O-])C1=Nc1ccc(S(N)(=O)=O)cc1 (centres undefined)	1.5	-1.0	2.0	15.3	-2.1	21.5	-16.3	4.2	-0.2	29.7
COc1ccc(CCNC(=S)NC(=O)c2ccccc2)cc1OC	-0.3	-0.2	-3.3	0.8	1.0	13.1	4.4	-3.4	-1.0	21.9
CCC(C(=O)NCc1ccco1)N(C(=O)CNS(=O)(=O)c1ccccc1)c1ccc(OC)cc1 (centres undefined)	5.0	-0.1	0.9	-7.6	1.9	-7.6	-0.4	-8.8	0.4	0.5
Cc1cc(Oc2ncccc2[N+](=O)[O-])c2cc(Cl)ccc2n1	1.3	4.9	-0.1	-5.0	1.7	2.2	-5.3	5.6	0.2	5.4
C[C@H](CO)N1C[C@H](C)[C@@H](CN(C)C(=O)c2cnccn2)Oc2ncc(Br)cc2C1=O	-6.3	3.6	5.7	nt	nt	nt	-10.2	-0.9	-0.1	nt

Structures from the list above with a nitro group on carbon:
SMILES	BoNT-F LC inh	Anthrax LF prot	MazF activator	Rv3671c protease	SARS 3CLpro inh	SSB-PriA inh	PrPC TRFRET	CCHF vOTU inh	BoNT-A LC inh2	DUSP3 inh
Cc1ccc(C=NNC(=O)C(=O)Nc2ccc(Cl)c([N+](=O)[O-])c2)cc1	-1.8	0.7	nt	nt	nt	nt	-2.6	-4.4	-0.8	nt
CC(=O)C1C(=O)c2c(cccc2[N+](=O)[O-])C1=Nc1ccc(S(N)(=O)=O)cc1 (centres undefined)	1.5	-1.0	2.0	15.3	-2.1	21.5	-16.3	4.2	-0.2	29.7
Cc1cc(Oc2ncccc2[N+](=O)[O-])c2cc(Cl)ccc2n1	1.3	4.9	-0.1	-5.0	1.7	2.2	-5.3	5.6	0.2	5.4

(continued)
SMILES	BoNT-F LC inh	Anthrax LF prot	MazF activator	Rv3671c protease	SARS 3CLpro inh	SSB-PriA inh	PrPC TRFRET	CCHF vOTU inh	BoNT-A LC inh2	DUSP3 inh
Cc1ccc(SCC(=O)NNC(=O)c2cncc(Br)c2)cc1	-0.9	2.2	-1.1	2.1	nt	-6.2	10.9	-2.7	0.3	nt
CC(Cc1ccccc1)NC(=O)CN1C(=O)c2ccccc2S1(=O)=O (centres undefined)	-3.4	-2.0	3.5	-4.9	-2.3	-10.8	0.1	-3.5	-0.4	2.5
CCc1noc(C)c1C(=O)NNC(=O)c1ccc(N(CC)CC)cc1	4.2	1.0	-8.9	5.7	nt	-2.9	0.6	-0.2	0.3	nt
O=C(CN1C(=O)NC2(CCCCCC2)C1=O)NCc1ccco1	-33.5	2.5	4.3	-6.4	3.5	-5.4	1.3	6.0	-0.7	28.5
CC(=O)N1CCN(S(=O)(=O)c2cccc(C(=O)Nc3ccc(OC(F)F)cc3)c2)CC1	-3.0	-2.4	-33.2	3.6	0.8	-0.3	0.6	1.6	0.2	11.8
Cc1ccc(C(C2C(=O)CC(C)(C)CC2=O)C2C(=O)CC(C)(C)CC2=O)s1	-1.7	-3.2	1.9	1.6	4.0	-14.3	nt	nt	-0.7	18.6
Clc1ccc(OCC#CCN2CCCCCC2)cc1	-2.3	-1.7	-4.2	-4.8	5.0	-7.3	5.5	1.7	-0.4	19.1
CCN(CC)c1ccc(/C=N/N2C(C)CCCC2C)c(O)c1 (centres undefined)	-2.7	-1.5	-5.2	-15.0	0.1	nt	-3.4	1.5	-1.3	40.4
CC(O)[C@H]1CNCCN1CCc1cc(C(F)(F)F)cc(C(F)(F)F)c1 (some centres undefined)	-5.4	1.1	-14.0	-1.3	nt	-16.1	-2.8	-3.9	-0.6	nt
Cn1c(SCc2ccccc2F)nnc1-c1ccccn1	2.0	-0.4	1.7	-15.7	-0.2	10.3	-0.6	-7.4	-0.2	-2.7
O=C(Cc1cccs1)N1CCCC(c2nc3c(nnn3Cc3cccc(Cl)c3)c(=O)[nH]2)C1 (centres undefined)	6.7	-1.7	-8.7	5.1	4.3	-3.2	nt	nt	5.1	13.4
CCOc1ccc(S(=O)(=O)NN=C(C)c2cccnc2)cc1	?	-1.0	3.7	-10.5	nt	-15.9	1.9	5.4	-4.6	nt
Cc1ccc2nc(SCC(=O)Nc3oc(C)c4c(C)n[nH]c(=O)c34)[nH]c2c1	-4.1	-8.0	-4.4	2.0	nt	6.2	1.5	11.3	-0.5	nt
CSCCC(NC(=O)c1ccccc1)C(=O)O (centres undefined)	3.3	5.8	-25.9	-0.5	3.8	-3.8	-1.7	-9.2	-1.1	-2.7
CC(C)c1ccc(NC(=O)COC(=O)[C@H](CCC(N)=O)NC(=O)c2ccc(F)cc2)cc1	0.2	0.6	-2.5	-12.6	5.0	7.9	-5.8	-6.3	-0.4	4.6
C/C(=N\N1C(=O)c2ccccc2NC1c1ccco1)c1ccccc1O (centres undefined)	-1.1	-1.9	7.6	-6.7	-2.3	nt	5.3	-10.1	0.4	31.9
CCOC(=O)Cn1c(=O)oc2cc(S(=O)(=O)NC(C)(C)CC)ccc21	3.1	-3.1	-12.2	2.1	-4.4	-8.1	-1.2	3.5	0.1	-3.1
COc1ccccc1-n1c(SCC(=O)Nc2cccc(C)c2)nc2c(c1=O)SCC2	-3.8	-8.0	-7.8	-0.4	-3.0	1.3	2.3	6.5	-0.5	-12.0
CC(ON1CC1(C(F)(F)F)C(F)(F)F)(C(N)=O)C(N)=O (centres undefined)	-2.2	0.7	1.8	-8.1	1.8	9.2	-6.8	6.7	0.1	-14.0
CC1=CC(=C(C#N)C#N)C=C(C)N1CCN1CCN(C(=O)Nc2cccc(Cl)c2)CC1	3.1	-1.0	4.5	-90.1	-3.3	-3.0	3.4	9.5	-0.8	-4.4
O=C1C(Cl)=C(NCC2CCCO2)C(=O)N1Cc1ccccc1 (centres undefined)	-2.2	-1.0	-5.5	0.9	-6.5	-12.2	-12.1	-4.0	?	-3.6
CCc1ccc(NC(=O)C(=O)NCCN2CCN(S(C)(=O)=O)CC2)cc1	-3.4	3.2	7.6	3.4	5.0	-5.3	-1.2	3.3	-0.5	0.8
CCn1c(SCC(=O)N/N=C/c2cccs2)nc2ccccc21	-1.5	1.6	1.7	5.2	-1.3	nt	0.3	-9.4	-0.2	2.3
Cc1ccc(S(=O)(=O)N2CCC(C(=O)N3CCCC(C(F)(F)F)C3)CC2)cc1C (centres undefined)	4.2	5.8	-0.8	6.2	nt	-5.3	-5.3	7.6	7.8	nt
Cc1ccc(C(=O)CCC(=O)N2CCC(C(N)=O)CC2)cc1	-3.9	2.2	9.2	-0.5	5.9	-10.3	-1.6	-8.9	-0.3	21.7
Cc1ccccc1C(=O)NC(=S)N(C)C1CCCCC1	-3.5	-1.8	3.9	-7.8	-4.2	5.9	1.1	17.5	-1.5	-32.9
Cc1nc(-c2ccc(F)cc2)c(CC(=O)N(C)CC(=O)Nc2c(C)cccc2C)s1	-2.1	2.3	-1.5	nt	nt	0.5	-1.6	6.4	-1.7	nt
CCN(CC)c1nc2ccccc2nc1-n1nc(C)cc1C	0.2	-1.8	-0.2	10.6	2.3	-58.1	-5.0	10.2	?	18.7
Cc1cc(NC(=O)CCC(=O)N(Cc2ccc(F)cc2)C(C(=O)NC2CCCC2)c2ccco2)no1 (centres undefined)	3.0	6.9	3.7	1.4	-2.6	-13.6	4.6	13.7	0.5	14.4
NC(=S)c1cnn2c(-c3cccc(C(F)(F)F)c3)ccnc12	2.3	-4.5	-0.5	-7.3	-4.4	-3.5	-7.9	-12.4	-2.8	-2.2
COc1ccccc1C(=O)NCc1ccccc1	6.6	4.4	-2.6	6.7	-1.3	-15.8	5.6	-0.5	0.4	8.7
Cc1cc(CSc2ccccc2)ccc1NC(=O)c1cccc([N+](=O)[O-])c1	2.4	2.2	6.5	-1.4	-1.2	-8.4	-3.4	-2.1	0.8	23.7
Cc1ccccc1CN1CCN(C(C)C(=O)NNC(=O)c2ccc(F)cc2)CC1 (centres undefined)	-5.1	-2.3	-5.0	3.1	nt	-4.1	-9.1	0.6	-1.5	nt
Cc1ccccc1OCc1nnc(SCC(=O)Nc2c(C)n(C)n(-c3ccccc3)c2=O)n1-c1ccccc1	-0.6	-0.2	3.4	-14.5	-0.2	-8.1	-0.6	4.2	-0.4	20.4
COc1ccc2[nH]c(C(=O)N/N=C/c3ccc(O)cc3O)cc2c1	-21.9	-11.9	-12.3	nt	0.0	nt	31.7*	0.8	-0.7	nt
Cc1c(C(=O)NC2CCCc3ccccc32)oc2ccccc12 (centres undefined)	-12.1	-3.3	-12.2	-3.3	6.3	-3.7	0.8	8.0	-1.3	15.6
Nc1nc(-c2ccc(-n3nncc3-c3ccco3)cc2)cs1	nt	nt	-1.8	-2.4	5.5	-1.8	nt	nt	nt	5.4
CC(C)C(=O)Nc1ccc(Cl)cc1-c1nc2ccccc2[nH]c1=O	2.5	5.5	6.8	-6.4	-3.7	-10.2	-6.3	9.9	-0.1	9.8
C=CCc1ccc(OCC(O)CN2CCC(Cc3ccccc3)CC2)c(OC)c1 (centres undefined)	-1.7	1.8	11.1	3.0	-1.9	6.8	-2.5	19.6	2.5	27.1
COc1ccc(-c2ccc(C)cc2)cc1[C@H]1[C@@H]2C=CCC[C@@]2(C)C(=O)N1Cc1ccccc1	-0.5	-0.9	2.7	-11.3	nt	-18.7	2.9	13.8	0.3	7.3
Cc1ccc(S(=O)(=O)N2CCN(C(=O)c3ccccc3Cc3ccccc3)CC2)c(C)c1	-0.4	1.0	-7.0	2.4	11.2	3.8	5.6	-0.2	-0.7	14.4
NC12CCc3c(no[n+]3[O-])C1(O)CC(c1ccccc1)=[N+]2[O-] (centres undefined)	1.4	3.2	-7.2	1.7	-0.4	-0.7	3.2	2.3	0.0	2.0

Of the compounds above, these contain bromine:
SMILES	BoNT-F LC inh	Anthrax LF prot	MazF activator	Rv3671c protease	SARS 3CLpro inh	SSB-PriA inh	PrPC TRFRET	CCHF vOTU inh	BoNT-A LC inh2	DUSP3 inh
C[C@H](CO)N1C[C@H](C)[C@@H](CN(C)C(=O)c2cnccn2)Oc2ncc(Br)cc2C1=O	-6.3	3.6	5.7	nt	nt	nt	-10.2	-0.9	-0.1	nt
Cc1ccc(SCC(=O)NNC(=O)c2cncc(Br)c2)cc1	-0.9	2.2	-1.1	2.1	nt	-6.2	10.9	-2.7	0.3	nt

Source: PubChem BioAssay

These rows are one share of the data; the hit share may differ from the screen's.
